hcGAS lum = human cGAS inhibition. 290,000 tested, 0.081% active. recombinant h-cGAS, ATP depletion, Kinase-Glo luminescence. inhibition, % at 12.5 µM. Q8N884;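 further: 0% = vehicle reaction and 100% = reaction without DNA for no activity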
Target sequence (Q8N884 whole entry, looked up): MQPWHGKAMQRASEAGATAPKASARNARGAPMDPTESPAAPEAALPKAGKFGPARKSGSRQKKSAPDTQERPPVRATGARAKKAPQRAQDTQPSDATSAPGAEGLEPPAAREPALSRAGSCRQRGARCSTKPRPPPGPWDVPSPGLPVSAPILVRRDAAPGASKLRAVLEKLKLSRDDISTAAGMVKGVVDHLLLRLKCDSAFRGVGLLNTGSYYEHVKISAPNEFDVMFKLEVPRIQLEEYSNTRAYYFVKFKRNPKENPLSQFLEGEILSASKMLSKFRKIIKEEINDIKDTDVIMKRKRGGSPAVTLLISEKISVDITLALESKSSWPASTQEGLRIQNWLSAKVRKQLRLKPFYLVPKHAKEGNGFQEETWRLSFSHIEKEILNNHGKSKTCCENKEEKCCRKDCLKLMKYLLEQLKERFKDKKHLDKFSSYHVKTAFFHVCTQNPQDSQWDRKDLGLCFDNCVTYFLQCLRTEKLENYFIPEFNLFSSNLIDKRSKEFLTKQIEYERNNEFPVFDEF
mcGAS lum = mouse cGAS inhibition by luminescence; Q8C6L5; recombinant cGAS, Kinase-Glo ATP depletion luminescence; inhibition, % at 12.5 µM; 160,000 tested, 0.15% active; AID 1259399;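 further: 0% = negative control wells and 100% = reference inhibitor with no enzyme activity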
NPYLR7 ag = mosquito NPYLR7 agonism; HEK293T NPYLR7/Galpha15, GCaMP6s calcium fluorescence; activation, % at 10 µM; 270,000 tested, 0.15% active; in the data active means activation above about 40%;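 further: 0% = vehicle and 100% = reference agonist at the receptor; some compounds past the cut are filed as inactive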
* hit, by the source's call; / = not tested or not shown; & = joins results of further samples. Unless noted, no stated cut-off is given here; in the data, active means inhibition above about 40%; inactive means the rest.

SMILES	hcGAS lum	mcGAS lum	NPYLR7 ag
Cc1cccnc1C1=NOC(Cc2ccccc2)C(=O)N1Cc1cccc(F)c1 (stereo not drawn)	-4	/	5
CC(C)(C)c1cc(=O)n2[nH]cc(-c3ccccc3)c2n1	-4	1	0
CCC(O)CN(CCOC)Cc1cc(OC)cc(OC)c1 (stereo not drawn)	-5	-5	22
O=S(=O)(c1cccc2nsnc12)N1CCN(c2cccc(Cl)c2)CC1	-9	/	2
O=C1C(N2CCCCC2)CCN1c1ccccc1 (stereo not drawn)	7	/	-14
COc1cccc(CNC(=O)CSc2nc(=O)n(Cc3ccncc3)c3c2CCC3)c1	-7	-8	0
C=CCn1c(=S)[nH]c2sc3c(c2c1=O)CCC(C)C3 (stereo not drawn)	-7	-4	-3
Cc1ccc(-c2ccc(=O)n(C)n2)cc1C	-1	/	-2
c1ccc(OCCn2c(SCc3nc4ccccc4[nH]3)nc3ccccc32)cc1	5	3	-10
CC(C)(C)c1cc(=O)n2[nH]cc(-c3ccc(F)cc3)c2n1	-2	14	-3
CN(C)CC(C)(C)CN1CC(CN2CCOCC2)Oc2ncccc2C1=O (stereo not drawn)	3	-7	-3
Cc1ccc(COC(=O)C(C)NC(=O)c2ccccc2)cc1 (stereo not drawn)	-7	/	6
CC1Sc2ccc(C(=O)NCCc3ccccc3)cc2NC1=O (stereo not drawn)	-2	/	-5
O=C(c1ccc2c(c1)OCO2)N1CCCC(N2CCN(c3ccccc3F)CC2)C1 (stereo not drawn)	-4	/	-1
CCCc1[nH]n(-c2ccc(Cl)cc2)c(=O)c1C1=C([n+]2cc(C)cc(C)c2)C(=O)N(CCC)C1=O	-20	-13	11
Cc1nc2ncc3c(=O)n(C)ccc3n2n1	-8	/	2
O=C(CCN1C(=O)C2CC=CCC2C1=O)NCC(c1ccco1)N1CCCCC1 (stereo not drawn)	-2	/	12
CNS(=O)(=O)c1ccc(C(=O)N(C)C2CCCC(C)C2)o1 (stereo not drawn)	-10	/	2
COc1ccc(C2CCCN2C(C(N)=O)c2ccccc2)cc1 (stereo not drawn)	-17	/	0
CCOC(=O)c1ccc(NC(=O)N2CCN(C(=O)c3cc4ccsc4n3Cc3cccc(OC)c3)CC2C)cc1 (stereo not drawn)	-11	-5	-2
O=C(c1cccc2ccnn12)N1CCc2c([nH]c3ccccc23)C1	3	/	-3
CS(=O)(=O)NCCC1CN(Cc2ccnc3ccccc23)CCO1 (stereo not drawn)	-3	-16	9
COc1ccc(CCN(C)C(=O)C2CCN(C(=O)OC(C)(C)C)CC2)cc1OC	-2	1	-6
Cc1csc(-c2ccn(CC(=O)Nc3ccn(Cc4ccccc4)n3)n2)c1	3	-4	/
COc1ccc(CCN2C(=O)CC(C(=O)Nc3cccc(C)c3)SC2=Nc2ccc(F)cc2)cc1 (stereo not drawn)	-2	-6	1
SMILES	hcGAS lum	mcGAS lum	NPYLR7 ag
N#Cc1c(CSc2nnc(NC3CC3)s2)cn2ccccc12	-9	/	6
CNc1nc(N2CC[C@@H](c3ccc4ccccc4c3)[C@H](O)C2)ncc1F	-4	-8	9
Cc1noc(C)c1COc1ccc(CNCc2cnn(C)c2)cc1	2	/	-1
COc1cc(N2CCCC(OCc3ccccn3)C2)ncn1 (stereo not drawn)	-4	/	19
c1ccc(Cn2cnc3c(Nc4ccc5[nH]ccc5c4)nccc32)cc1	-5	-7	-5
O=C(c1cnn2ccccc12)N1CC[C@@H](c2ccc3c(c2)OCO3)[C@H](O)C1	0	/	8
O=C(NCCCN1CCOCC1)c1cccc(CSc2nc(Cl)cc(N3CCCC3)n2)c1	-7	-7	14
O=C(OC1(C(F)(F)F)C(=O)Nc2cc(Cl)ccc21)c1cc(F)c(F)c(F)c1F (stereo not drawn)	-6	/	-11
CCN(Cc1cnc(N(C)C)s1)CC1CCCN(CCc2cccc(F)c2)C1 (stereo not drawn)	-4	/	5
O=C(Nc1nc2c(Cl)cccc2s1)c1cc(=O)c2ccccc2o1	-2	-7	-6
CC(C)n1c(=S)[nH]c2ccccc21	-1	0	-4
COc1cccc(Cn2ccnc2CN(C(=O)c2ccc(F)cc2)C(C)C)c1	-7	-5	27
Fc1ccc(-c2[nH]ncc2CN(Cc2ccccn2)CC2CCCO2)cc1 (stereo not drawn)	-2	-11	2
CCc1nccc(CN2CCCC(CNC(=O)c3ccc[nH]3)C2)n1 (stereo not drawn)	0	-10	0
CCC1CN(c2c(C#N)c(=O)n(C)c(=O)n2C)CCO1 (stereo not drawn)	-9	/	-2
COc1cccc(COC(CN2CCN(C(=O)c3cccnc3SC)CC2)c2ccc(Cl)cc2)c1 (stereo not drawn)	-13	-8	6
Cc1nc(C)c(-c2cc(C(=O)NCc3ccccn3)n[nH]2)s1	-6	-9	/
CC12CCCCC1=NC(c1ccc([N+](=O)[O-])cc1)=[N+]2[O-] (stereo not drawn)	-8	/	1
CN(C)S(=O)(=O)CCNC(=O)C(=O)N1CCc2ccccc21	-5	/	12
CCCCN1CCN(C(=O)c2cn(C(C)C)cc3c(=O)n(-c4ccccc4)nc2-3)CC1	-3	-4	2
CC(C)C(=O)N1CCN(c2ccc3c(c2)CCC3)C(=O)C1C (stereo not drawn)	-7	-6	-3
CCOC(=O)C1=C(C)N(CC)C(=S)NC1c1ccc(NC(=O)Nc2ccc(F)c(F)c2)cc1 (stereo not drawn)	0	-3	12
COC(=O)c1ccccc1C(=O)Oc1coc(CSc2ncccn2)cc1=O	-3	-7	-7
CCCCCCCOc1ccc(NC(=O)N2CCC[C@H]2C(=O)N2CCC(C(=O)NCc3cccc(OC)c3)CC2)cc1	-4	-6	24
O=C(/C=C/c1ccccc1)N/C(=C/c1ccccc1)C(=O)OCN1C(=O)c2ccccc2C1=O	-2	/	-11
SMILES	hcGAS lum	mcGAS lum	NPYLR7 ag
Cc1ccccc1-c1ccc(-n2cncc2C(=O)NCc2cc(C(F)(F)F)ccc2Cl)cc1	-3	-6	-2
CCOC(=O)CNC(=O)/C(=C/c1ccccc1[N+](=O)[O-])NC(=O)c1ccccc1	5	/	10
Cc1cnc(CNC(=O)c2cnn3c2CCCC3)cn1	-5	/	-3
CNCC(=O)N1CCCC1c1nc2c(C)cccc2[nH]1 (stereo not drawn)	-6	-12	-1
C#CCNC(=O)CN1CCCc2ccc(C(F)(F)F)cc21	-5	/	5
CC(C)c1nnsc1Cn1cc2ncccc2c1O	-3	-14	-4
Cc1noc(-c2ccc3c(c2)OCO3)c1C(=O)N1CCCC(CCc2ccc(C(C)(C)C)cc2)C1 (stereo not drawn)	-2	-5	24
CCC(NCCC(=O)Nc1cc(C)on1)c1ccc(OC)cc1 (stereo not drawn)	-11	/	-1
Cc1cc(C)c(C)c(C(=O)/C=C/C(=O)O)c1C	1	4	-3
NC[C@H]1O[C@H](O[C@H]2[C@H](O)[C@@H](O[C@H]3O[C@H](CO)[C@@H](O)[C@H](N)[C@H]3O)[C@H](N)C[C@@H]2N)[C@H](N)[C@@H](O)[C@@H]1O	0&1	/	-9
NCC1CCCN1CCc1ccccc1 (stereo not drawn)	-7	/	16
O=C(CN(CCCN1CCOCC1)S(=O)(=O)c1ccc(F)cc1)N(Cc1ccc2c(c1)OCO2)Cc1ccco1	-10	-5	/
CCS(=O)(=O)Oc1cccc(CN(CCOC)S(=O)(=O)c2ccc(OC)cc2)c1	-8	-7	/
O=C(NC1=NCCS1)C12CC3CC(CC(C3)C1)C2	-9	/	0
Cn1cccc1-c1nnc(SCc2ccccc2-c2ccccc2)o1	-6	-4	-6
COc1ccc(Cc2nncn2C(C)c2ccccc2)cc1 (stereo not drawn)	1	-8	1
CC(C)N(CC(=O)N1c2ccccc2-n2cccc2C1c1ccc(F)cc1)C(=O)c1ccc(Cl)cc1 (stereo not drawn)	4	1	-3
COc1ccccc1C(=O)CN1C(=O)CON=C1c1cccc2ccccc12	-5	/	0
CCOc1cc(C(=O)NNC(=O)c2n[nH]c(=O)c3ccccc23)ccc1OCC(C)C	-4	/	5
O=C(C1CC1)N1CCN(c2nc(-c3ccccc3Cl)nc3cc(Cl)ccc23)CC1	-2	-3	0
CC(C)c1ccc(NC(=O)N(CC(=O)N(Cc2ccc3c(c2)OCO3)Cc2cccs2)C(C)C)cc1	-2	-4	10
Cc1c(Cl)cccc1-c1ccc(CNc2nn[nH]n2)o1	0	/	-3
CCN(CC(=O)NC(c1ccccc1)c1ccc(Cl)cc1)C1CCS(=O)(=O)C1 (stereo not drawn)	-1	/	-1
O=C1CCCN1CCC(=O)N1CCCC(N2CCN(Cc3ccc4c(c3)OCO4)CC2)C1 (stereo not drawn)	-3	/	12
CCC(c1nc2ccccc2c(=O)n1C)N(Cc1ccco1)C(=O)c1ccc(C(C)(C)C)cc1 (stereo not drawn)	-3	-6	13
SMILES	hcGAS lum	mcGAS lum	NPYLR7 ag
Cc1ccccc1-c1ccc(-n2cncc2C(=O)N(C)CCc2c[nH]c3ccccc23)cc1	-5	-6	4
CCOC(=O)C1(Cc2ccccc2)CCCN(C(=O)c2cnn(Cc3ccccc3)c2)C1 (stereo not drawn)	-2	-4	12
COC(=O)c1ccc(NC(=O)CSc2ccc3nnc(-c4ccc(OC)cc4)n3n2)cc1	-6	-8	10
Cc1ccc(C2(O)CCN(C(=O)Cc3ccccc3C)CC2)nc1	-4	/	2
COc1ccc(NC(=O)C2CCN(C(=O)[C@@H](Cc3ccccc3)NC(=O)Nc3c(F)c(F)c(F)c(F)c3F)CC2)cc1	-3	-6	25
O=C(CNC(=O)c1cccs1)N=Nc1c(O)[nH]c2ccc([N+](=O)[O-])cc12	-5	-4	-3
Nc1nc(N)nc(COc2ccc(-c3ccccc3)cc2)n1	-15	/	14
COc1ccc(C2c3cccn3-c3ccccc3N2C(=O)CN(C(=O)c2ccccc2OC)C2CC2)cc1 (stereo not drawn)	-14	-7	0
COc1cccc(Cc2c(C)nc(C)nc2N2CCN(C(=O)c3ccc(C(F)(F)F)cc3)CC2)c1	-4	-9	1
Cn1ncc2cc(NC(=O)c3cccc(CN4CC=CCC4)c3)ccc21	-5	/	-5
O=C(NCC1Cc2cccc(F)c2O1)c1ccc(Cl)cc1Cl (stereo not drawn)	-4	-4	3
O=S(=O)(NCc1ccncc1)c1ccc(F)c(C(F)(F)F)c1	-3	/	1
Cc1ccccc1NC(=O)CNC(=O)CCCn1cnc2ccccc2c1=O	-6	-18	21
COc1c(C(=O)NOCc2ccccc2)cnc2c1c(C)nn2C	-3	-3	-4
COc1cc(C)sc1C(=O)Nc1ccc(CN(C)C)c(F)c1	-8	/	-5
CCOc1cccc2c1OCC(C(=O)Nc1ccccc1F)=C2	-18	/	0
O=C(COc1ccc(Cl)cc1)Nc1ccc(-c2cccc(-c3ccc4c(c3)OCCO4)n2)cc1	-7	-6	-4
O=C(c1cc(Cl)cc(Cl)c1)N1CCC(c2nc(-c3ccccc3F)no2)CC1	-5	-7	6
Cc1cc(C(=O)N(Cc2nccn2C)C(C)C)sc1C	-6	/	-10
O=C(NC1CC1)c1ccc(CSc2nnc(-c3ccccc3Cl)n2-c2cccc(Cl)c2)cc1	-4	-8	5
Cc1c(-c2nc(-c3ccccc3Cl)no2)nnn1-c1cccc(F)c1	-6	-7	-2
Cc1cc(NC(=O)C2CC2)sc1C(=O)n1ccnc1	-16	-7	-1
CCCc1cc(C(=O)OCc2cc(=O)n(C)c(=O)n2C)n[nH]1	-8	-18	7
Cn1cc(C2=NN(c3nc(-c4ccccc4)cs3)C(c3cnn(C)c3)C2)cn1 (stereo not drawn)	-4	/	1
COC(=O)C1C(=O)c2cccnc2C1=O (stereo not drawn)	4	/	3
SMILES	hcGAS lum	mcGAS lum	NPYLR7 ag
CC(C)(Oc1ccc(Cl)cc1)C(=O)Nc1c(C(=O)N2CCOCC2)oc2ccccc12	-3	-8	-1
CC(=O)Nc1cccc(-c2cc3c(cc2C(N)=O)OCO3)c1	-2	-13	-3
Cc1cc(CNC(=O)C2CCN(S(=O)(=O)c3ccc4c(c3)CCC4)CC2)ccc1F	-3	-7	14
COCCN(Cc1ccc(OC)cc1)CC(O)Cc1ccccc1 (stereo not drawn)	-2	-4	17
CCCn1c(=O)c2ccccc2n(CC(=O)NCc2cccc(C(F)(F)F)c2)c1=O	3	1	10
COc1cc(-c2nc(C(N)=O)c3[nH]c(=O)n(-c4ccc(C)cc4)c3n2)cc(Br)c1O	-4	/	10

A section taken from the entries so far:
SMILES	hcGAS lum	mcGAS lum	NPYLR7 ag
COc1cc(C)sc1C(=O)Nc1ccc(CN(C)C)c(F)c1	-8	/	-5
CCOc1cccc2c1OCC(C(=O)Nc1ccccc1F)=C2	-18	/	0
O=C(COc1ccc(Cl)cc1)Nc1ccc(-c2cccc(-c3ccc4c(c3)OCCO4)n2)cc1	-7	-6	-4
O=C(c1cc(Cl)cc(Cl)c1)N1CCC(c2nc(-c3ccccc3F)no2)CC1	-5	-7	6
Cc1cc(C(=O)N(Cc2nccn2C)C(C)C)sc1C	-6	/	-10
O=C(NC1CC1)c1ccc(CSc2nnc(-c3ccccc3Cl)n2-c2cccc(Cl)c2)cc1	-4	-8	5
Cc1c(-c2nc(-c3ccccc3Cl)no2)nnn1-c1cccc(F)c1	-6	-7	-2
Cc1cc(NC(=O)C2CC2)sc1C(=O)n1ccnc1	-16	-7	-1
CCCc1cc(C(=O)OCc2cc(=O)n(C)c(=O)n2C)n[nH]1	-8	-18	7
Cn1cc(C2=NN(c3nc(-c4ccccc4)cs3)C(c3cnn(C)c3)C2)cn1 (stereo not drawn)	-4	/	1
COC(=O)C1C(=O)c2cccnc2C1=O (stereo not drawn)	4	/	3
CC(C)(Oc1ccc(Cl)cc1)C(=O)Nc1c(C(=O)N2CCOCC2)oc2ccccc12	-3	-8	-1
CC(=O)Nc1cccc(-c2cc3c(cc2C(N)=O)OCO3)c1	-2	-13	-3
Cc1cc(CNC(=O)C2CCN(S(=O)(=O)c3ccc4c(c3)CCC4)CC2)ccc1F	-3	-7	14

Bioassay records (PubChem)

Not a hit list; any-hit rate near 0.26%.
